# TDP1 cell CPT = qHTS for Inhibitors of human tyrosyl-DNA phosphodiesterase 1 (TDP1): qHTS in cells in presence of CPT; chicken DT40 Tdp1-/-;hTDP1 cells + 20 nM CPT, ATP luminescence, 48 h; Potency, µM (titrated, usually from 46.2 µM), without a hit: at the top dose activity change, negative = growth inhibition, most hits filed as inhibitors; 420,000 tested, 12% active; AID 686979, 2013; note: nearly all actives have a fitted effect of over 55% in size
#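 Chicken DT40 Tdp1-/- cells complemented with human TDP1, 400 cells/well, exposed to compounds plus 20 nM camptothecin for at least 48 h at 37 C; viability read as ATP content by CellTiter-Glo luminescence.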
# GCN5L2 inh = qHTS Assay for Inhibitors of GCN5L2; GCN5L2 HAT assay, ThioGlo1 CoA-SH fluorescence; Potency, µM (top dose mostly 58.9 µM), for inactives: top-dose activity change, negative = inhibition, most hits filed as inhibitors; 390,000 tested, 0.21% active; AID 504327, 2011
# Target sequence (Q92830 whole entry, looked up): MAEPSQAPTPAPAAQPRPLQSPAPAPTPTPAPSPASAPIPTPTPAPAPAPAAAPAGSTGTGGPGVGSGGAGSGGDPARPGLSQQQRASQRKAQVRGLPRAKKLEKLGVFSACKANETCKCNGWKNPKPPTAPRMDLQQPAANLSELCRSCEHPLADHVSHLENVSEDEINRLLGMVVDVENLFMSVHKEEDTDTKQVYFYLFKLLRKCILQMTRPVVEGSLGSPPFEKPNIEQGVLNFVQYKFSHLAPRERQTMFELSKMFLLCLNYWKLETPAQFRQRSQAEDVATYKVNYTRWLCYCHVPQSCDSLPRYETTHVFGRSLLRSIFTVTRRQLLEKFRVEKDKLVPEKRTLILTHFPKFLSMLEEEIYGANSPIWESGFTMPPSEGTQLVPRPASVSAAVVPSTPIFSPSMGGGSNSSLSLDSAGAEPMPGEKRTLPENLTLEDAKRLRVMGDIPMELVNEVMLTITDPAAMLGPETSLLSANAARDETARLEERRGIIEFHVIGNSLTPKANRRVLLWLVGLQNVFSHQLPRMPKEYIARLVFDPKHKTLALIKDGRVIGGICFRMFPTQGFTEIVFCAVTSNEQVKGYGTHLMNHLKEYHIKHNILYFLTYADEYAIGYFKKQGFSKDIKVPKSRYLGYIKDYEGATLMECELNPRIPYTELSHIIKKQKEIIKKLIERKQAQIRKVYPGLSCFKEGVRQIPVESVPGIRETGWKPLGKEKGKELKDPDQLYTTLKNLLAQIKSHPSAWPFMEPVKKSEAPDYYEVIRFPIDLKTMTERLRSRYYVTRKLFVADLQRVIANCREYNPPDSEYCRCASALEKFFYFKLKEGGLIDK
#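 GCN5L2 (20nM final) in 50mM HEPES, 0.1mM EDTA pH 7.5, 0.01% Tween-20 was preincubated 15 min at room temperature with compound, then given ThioGlo1 (50uM), H3(1-25) peptide (75uM) and acetyl-CoA (70uM); CoA-thiol fluorescence (Ex340/Em540) was read at 0 and 20 min.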
# FEN1 inhibitor = qHTS Assay for the Inhibitors of Human Flap endonuclease 1 (FEN1). AID 588795, 2011. Recombinant FEN1 flap cleavage, fluorescence, 15 min. Potency, µM (doses to about 114 µM), for inactives: top-dose activity change, negative = inhibition, actives largely listed as inhibitors. 390,000 tested, 0.35% active; note: nearly all actives have a fitted effect of over 65% in size
#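 FEN1 at 10 nM preincubated with compounds 15 min at room temperature, then flap DNA substrate added at 50 nM final. Signal read at 0 and 15 min; concentration-response fitted with four-parameter Hill equation.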
# * = called active by the depositor; ? = inconclusive; . = no result given. Calls come from the whole dose curve; as a rule, active = well fitted curve in the direction sought with a large enough effect; inconclusive = small, poorly fitted or top-dose-only effect, or another doubt; inactive = no such curve, though single readings can be large; an effect the other way counts as inactive or inconclusive. % is set by controls: 0 for no effect and ±100 for the full control effect; potency is the fitted concentration of half-maximal effect. Only part of the results is shown; count on the stated rates, not on these rows.
CCN(CC)C(=O)N1CCN(C(=O)N(CC)CC)CC1
  TDP1 cell CPT: 3.3%	GCN5L2 inh: 17.3%	FEN1 inhibitor: 5.7%
COc1ccc(C(=O)Nc2ccc(-n3nncc3-c3ccccc3)cc2)cc1OC
  TDP1 cell CPT: 3.66µM*	GCN5L2 inh: -3.3%	FEN1 inhibitor: -7.7%
CCOC(=O)C1(Cc2ccccc2C)CCCN(C(=O)c2ccc(CSC)o2)C1 (stereo unspecified)
  TDP1 cell CPT: ?	GCN5L2 inh: -4.2%	FEN1 inhibitor: 1.9%
COC(C(=O)NNC(=O)Cc1ccc(Cl)cc1)c1ccccc1 (stereo unspecified)
  TDP1 cell CPT: 0.5%	GCN5L2 inh: -9.8%	FEN1 inhibitor: 9.6%
COc1ccc(/C=C/C(=O)OCC(=O)NCCC2=CCCCC2)cc1
  TDP1 cell CPT: -16.1%	GCN5L2 inh: -13.3%	FEN1 inhibitor: 15.9%
CCc1ccccc1Nc1nn2c(=O)c3ccc(C(=O)Nc4ccc(OC)cc4)cc3nc2s1
  TDP1 cell CPT: 20.6µM*	GCN5L2 inh: 5.1%	FEN1 inhibitor: -5.0%
Nc1c(Cl)cc(-c2cn(CCC(=O)O)c(-c3ccc(Cl)nc3)n2)cc1Cl
  TDP1 cell CPT: -6.5%	GCN5L2 inh: -2.5%	FEN1 inhibitor: -13.8%
COc1ccc(CCN2CC(C(=O)O)CC2=O)cc1 (stereo unspecified)
  TDP1 cell CPT: -10.7%	GCN5L2 inh: -10.3%	FEN1 inhibitor: 13.6%
Cc1ccccc1S(=O)(=O)N(CC(O)CN1C(=O)NC(C)(C)C1=O)c1ccccc1 (stereo unspecified)
  TDP1 cell CPT: -6.1%	GCN5L2 inh: -0.2%	FEN1 inhibitor: -3.7%
Cc1cccc2c(=O)c(C(=O)NCc3ccc(F)cc3)c[nH]c12
  TDP1 cell CPT: 6.8%	GCN5L2 inh: -18.2%	FEN1 inhibitor: 4.5%
COc1ccc(S(=O)(=O)N2CCCC2CNC(=O)C(=O)Nc2cccc(F)c2)cc1 (stereo unspecified)
  TDP1 cell CPT: -13.2%	GCN5L2 inh: -0.3%	FEN1 inhibitor: 0.0%
O=c1oc2ccccc2c(Nc2ccccc2)c1[N+](=O)[O-]
  TDP1 cell CPT: -1.5%	GCN5L2 inh: -2.8%	FEN1 inhibitor: -10.9%
COc1ccc(OC)c(S(=O)(=O)N2CC=C(c3c(C)n(CC(=O)N4CCCC4)c4ccccc34)CC2)c1
  TDP1 cell CPT: 16.4µM*	GCN5L2 inh: -1.4%	FEN1 inhibitor: 1.2%
CNc1nc(-c2ccc(C(=O)N(C)C)cc2)nc2ccccc12
  TDP1 cell CPT: -12.6%	GCN5L2 inh: -5.5%	FEN1 inhibitor: .
CC(C)c1ccc(NC(=O)C(c2ccccc2)N2CCC3(CC2)OCCO3)cc1 (stereo unspecified)
  TDP1 cell CPT: ?	GCN5L2 inh: -12.8%	FEN1 inhibitor: -19.4%
Cc1ccc(NC(=O)CCn2cnc3ccccc3c2=O)cc1Cl
  TDP1 cell CPT: -16.2%	GCN5L2 inh: -3.2%	FEN1 inhibitor: -9.7%
Cc1cccc(NC(=O)CN2C(=O)COc3ccc(Cl)cc32)c1
  TDP1 cell CPT: -9.6%	GCN5L2 inh: 1.7%	FEN1 inhibitor: 17.0%
O=C(O)c1ccccc1SCC(=O)N1CCc2ccccc21
  TDP1 cell CPT: ?	GCN5L2 inh: -2.4%	FEN1 inhibitor: 5.9%
CC(=O)Nc1ccc(S(=O)(=O)N(C)S(=O)(=O)c2ccc(F)cc2)cc1
  TDP1 cell CPT: -4.9%	GCN5L2 inh: -4.8%	FEN1 inhibitor: 2.6%
CN(C)CCCN(CCCN(C)C)C(=S)Nc1ccc(S(=O)(=O)N2CCOCC2)cc1
  TDP1 cell CPT: -25.0%	GCN5L2 inh: -0.1%	FEN1 inhibitor: -14.2%
O=C1N=C(N2CCC(Cc3ccccc3)CC2)S/C1=C/c1cn[nH]c1-c1ccccc1
  TDP1 cell CPT: ?	GCN5L2 inh: -1.2%	FEN1 inhibitor: -2.2%
CSCCC(NC(=O)c1ccc([N+](=O)[O-])cc1Cl)C(=O)OCC(=O)N(C)C (stereo unspecified)
  TDP1 cell CPT: -1.6%	GCN5L2 inh: -8.8%	FEN1 inhibitor: 0.1%
CC1CCCCC1NC(=O)CCN1C(=O)C2C3C=CC(C3)C2C1=O (stereo unspecified)
  TDP1 cell CPT: 1.1%	GCN5L2 inh: -2.0%	FEN1 inhibitor: -1.9%
COc1ccc(C(CNC(=O)c2cccc(S(=O)(=O)Nc3ccccc3Cl)c2)N2CCOCC2)cc1 (stereo unspecified)
  TDP1 cell CPT: ?	GCN5L2 inh: -9.3%	FEN1 inhibitor: -2.1%
Cc1[nH]c2ccccc2c1C(=O)COC(=O)Cn1c(C(F)(F)F)nc2ccccc21
  TDP1 cell CPT: -3.0%	GCN5L2 inh: -7.5%	FEN1 inhibitor: -2.2%

# Just TDP1 cell CPT (2 entries from above):
Molecule	TDP1 cell CPT
O=C1N=C(N2CCC(Cc3ccccc3)CC2)S/C1=C/c1cn[nH]c1-c1ccccc1	?
CCN(CC)C(=O)N1CCN(C(=O)N(CC)CC)CC1	3.3%

# Next section
C/C(=N\Nc1nc(-c2ccc(C)cc2C)cs1)c1cc2ccccc2oc1=O
  TDP1 cell CPT: ?	GCN5L2 inh: -1.1%	FEN1 inhibitor: -8.8%
NC1=NN=C(N2N=C(c3ccccc3)CC2(O)C(F)(F)F)n2ncnc2C1 (stereo unspecified)
  TDP1 cell CPT: ?	GCN5L2 inh: -5.9%	FEN1 inhibitor: -5.8%
Cc1c(C(=O)N2CCN(CCc3ccccn3)CC2)oc2ccc(Cl)cc12
  TDP1 cell CPT: ?	GCN5L2 inh: -6.4%	FEN1 inhibitor: 17.4%
CC(NC(=O)Nc1ccccc1)C(c1ccccc1)N1CCOCC1 (stereo unspecified)
  TDP1 cell CPT: -0.7%	GCN5L2 inh: 0.8%	FEN1 inhibitor: 1.7%
C=CCNc1scc(-c2ccccc2)[n+]1CC=C
  TDP1 cell CPT: -12.3%	GCN5L2 inh: -0.4%	FEN1 inhibitor: 17.0%
CCOC(=O)CC1COCCN1Cc1cn[nH]c1-c1ccc2c(c1)OCO2 (stereo unspecified)
  TDP1 cell CPT: -0.8%	GCN5L2 inh: -29.7%	FEN1 inhibitor: -2.8%
CCC(C)NC(=O)c1cc2cc3ccc(OC)cc3nc2o1 (stereo unspecified)
  TDP1 cell CPT: 6.0%	GCN5L2 inh: -12.4%	FEN1 inhibitor: -7.4%
COc1ccccc1NC(=O)Nc1ncccc1C
  TDP1 cell CPT: -4.3%	GCN5L2 inh: 6.3%	FEN1 inhibitor: 11.5%
O=C(N1CCCCCC1)N1CCN(S(=O)(=O)c2ccccc2)CC1
  TDP1 cell CPT: -8.4%	GCN5L2 inh: 0.0%	FEN1 inhibitor: -14.8%
O=C(CCn1c(=O)c2sccc2n(Cc2ccccc2F)c1=O)NCc1ccc2c(c1)OCO2
  TDP1 cell CPT: 16.2%	GCN5L2 inh: 3.3%	FEN1 inhibitor: 2.6%
COC(=O)CSc1nc(NC#N)nc(NC(C)C)n1
  TDP1 cell CPT: 3.9%	GCN5L2 inh: -12.4%	FEN1 inhibitor: 4.8%
COc1ccc(OC)c(Nc2ncnc3c2cnn3-c2cccc(C)c2)c1
  TDP1 cell CPT: 5.17µM*	GCN5L2 inh: -14.7%	FEN1 inhibitor: -23.3%
Cc1ccc(S(=O)(=O)NC(C)(C)C)cc1C(=O)OCC(=O)N1CCCC1=O
  TDP1 cell CPT: -20.3%	GCN5L2 inh: ?	FEN1 inhibitor: -2.3%
Cc1[nH]c2ccc(F)cc2c1CCNC(=O)c1cc2cc(Cl)ccc2oc1=O
  TDP1 cell CPT: 2.0%	GCN5L2 inh: -4.4%	FEN1 inhibitor: 8.3%
C#CCOCCOCCOCCNc1nc(N2CCN(C(=O)[C@H](CC(N)=O)n3cc(C(N)[C@@H](C)CC)nn3)CC2)nc(N2CCN(C(=O)[C@H](CCC(=O)O)n3cc([C@@H](N)CCCCN)nn3)CC2)n1 (stereo partly specified)
  TDP1 cell CPT: -0.5%	GCN5L2 inh: 0.9%	FEN1 inhibitor: -4.7%
COc1cc(S(=O)(=O)NCc2ccccc2)ccc1Br
  TDP1 cell CPT: -12.8%	GCN5L2 inh: -5.9%	FEN1 inhibitor: 2.5%
COc1cccc(CNC(=O)CCC2CCCN(c3cc(C)nc(N(C)C)n3)C2)c1 (stereo unspecified)
  TDP1 cell CPT: -17.6%	GCN5L2 inh: -2.8%	FEN1 inhibitor: -2.1%
CCn1cc([C@@H]2C[C@H]3CN(Cc4cccc(Cl)c4)C(=O)[C@]34CCCN24)c(C)n1
  TDP1 cell CPT: 1.5%	GCN5L2 inh: 0.4%	FEN1 inhibitor: 1.8%
CCOC(=O)N1CCN(C(=O)CCC(=O)c2ccc(OCC)cc2)CC1
  TDP1 cell CPT: 8.1%	GCN5L2 inh: -0.7%	FEN1 inhibitor: -3.3%
O=C(c1ccc(Cl)c(Cl)c1)c1cnc(Nc2ccccc2)s1
  TDP1 cell CPT: ?	GCN5L2 inh: 22.9%	FEN1 inhibitor: 3.6%
CCOc1ccc(NCc2cccn2-c2nnc(N3CCC(C(=O)NCCc4ccc(OC)c(OC)c4)CC3)s2)cc1
  TDP1 cell CPT: ?	GCN5L2 inh: -11.9%	FEN1 inhibitor: 4.4%
CCCNC(=O)C(=O)NCC(c1ccc2c(c1)OCO2)N1CCOCC1 (stereo unspecified)
  TDP1 cell CPT: 4.6%	GCN5L2 inh: -5.1%	FEN1 inhibitor: -2.1%
COc1cc(NS(=O)(=O)c2ccc(NS(=O)(=O)c3ccc(NC(C)=O)cc3)cc2)nc(OC)n1
  TDP1 cell CPT: -2.3%	GCN5L2 inh: -5.4%	FEN1 inhibitor: 2.6%
CCOc1cc(CNc2ccc(N3CCCC3)cc2)cc(Cl)c1OC
  TDP1 cell CPT: 2.91µM*	GCN5L2 inh: -7.6%	FEN1 inhibitor: -13.9%
CCOc1ccccc1N(CC(=O)Nc1ccc(S(=O)(=O)N2CCOCC2)cc1)S(C)(=O)=O
  TDP1 cell CPT: -12.1%	GCN5L2 inh: -1.9%	FEN1 inhibitor: 0.0%

# Molecules above with a COOH group:
Nc1c(Cl)cc(-c2cn(CCC(=O)O)c(-c3ccc(Cl)nc3)n2)cc1Cl
  TDP1 cell CPT: -6.5%	GCN5L2 inh: -2.5%	FEN1 inhibitor: -13.8%
COc1ccc(CCN2CC(C(=O)O)CC2=O)cc1 (stereo unspecified)
  TDP1 cell CPT: -10.7%	GCN5L2 inh: -10.3%	FEN1 inhibitor: 13.6%
O=C(O)c1ccccc1SCC(=O)N1CCc2ccccc21
  TDP1 cell CPT: ?	GCN5L2 inh: -2.4%	FEN1 inhibitor: 5.9%
C#CCOCCOCCOCCNc1nc(N2CCN(C(=O)[C@H](CC(N)=O)n3cc(C(N)[C@@H](C)CC)nn3)CC2)nc(N2CCN(C(=O)[C@H](CCC(=O)O)n3cc([C@@H](N)CCCCN)nn3)CC2)n1 (stereo partly specified)
  TDP1 cell CPT: -0.5%	GCN5L2 inh: 0.9%	FEN1 inhibitor: -4.7%

# Back to the main list with the 4 entries that preceded the break.
CCCNC(=O)C(=O)NCC(c1ccc2c(c1)OCO2)N1CCOCC1 (stereo unspecified)
  TDP1 cell CPT: 4.6%	GCN5L2 inh: -5.1%	FEN1 inhibitor: -2.1%
COc1cc(NS(=O)(=O)c2ccc(NS(=O)(=O)c3ccc(NC(C)=O)cc3)cc2)nc(OC)n1
  TDP1 cell CPT: -2.3%	GCN5L2 inh: -5.4%	FEN1 inhibitor: 2.6%
CCOc1cc(CNc2ccc(N3CCCC3)cc2)cc(Cl)c1OC
  TDP1 cell CPT: 2.91µM*	GCN5L2 inh: -7.6%	FEN1 inhibitor: -13.9%
CCOc1ccccc1N(CC(=O)Nc1ccc(S(=O)(=O)N2CCOCC2)cc1)S(C)(=O)=O
  TDP1 cell CPT: -12.1%	GCN5L2 inh: -1.9%	FEN1 inhibitor: 0.0%
O=C(CCC1CCCCC1)NC1=NCCS1
  TDP1 cell CPT: -5.0%	GCN5L2 inh: -3.0%	FEN1 inhibitor: -0.3%
COc1ccc(S(=O)(=O)NCCN2CCOCC2)c2ccccc12
  TDP1 cell CPT: -15.5%	GCN5L2 inh: 2.7%	FEN1 inhibitor: 1.2%
CCn1ccc(C(=O)Nc2ncc(C)s2)n1
  TDP1 cell CPT: 15.8%	GCN5L2 inh: -13.8%	FEN1 inhibitor: 3.4%
Cc1cc(C)n(C(CC(=O)O)C(=O)O)n1 (stereo unspecified)
  TDP1 cell CPT: 1.0%	GCN5L2 inh: -8.6%	FEN1 inhibitor: 7.1%

# Screens as filed in PubChem.
